Assay outcomes: PubChem, The Scripps Research Institute Molecular Screening Center
DAX1 inh-1 = inhibits human nuclear receptor DAX1 | P51843 | HEK293 Gal4-DAX1 luciferase reporter, luminescence | inhibition, % at 6.75 µM | hit rate 0.99% among 340,000 | AID 504766;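 active means inhibition above the mean over all tested compounds plus 3 SD, cut at about 4.2% in these data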;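 further: 0% = DAX1-transfected cells with DMSO and 100% = empty-vector control cells with DMSO; inhibition shows as a rise in luminescence from relieved DAX1 repression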
hcDAF-12 act = activators of H. contortus DAF-12 nuclear receptor | HEK293 hcDAF-12 lit1-tk-luc reporter, luminescence; 0% DMSO, 100% Δ7-dafachronic acid | activation, % at 6.8 µM | hit rate 1.4% among 370,000;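 active means activation above the mean of all tested compounds plus 3 SD, cut at about 5.5% in these data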;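 further: 100% = response to 3 µM Δ7-dafachronic acid high control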
sPLA2-III inh = Inhibits HGIII-sPLA2 liposome hydrolysis, primary screen. hit rate 0.56% among 370,000. Q9NZ20. AID 743126. QFRET BODIPY PC-A2 liposome hydrolysis, fluorescence. inhibition, % at 12.2 µM;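 active means inhibition above mean plus 3 SD of compounds lying within the high and low control bounds, cut at about 19% in these data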;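 further: 0% = median of test compound wells and 100% = no enzyme DMSO wells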
Target sequence (Q9NZ20 whole entry, looked up): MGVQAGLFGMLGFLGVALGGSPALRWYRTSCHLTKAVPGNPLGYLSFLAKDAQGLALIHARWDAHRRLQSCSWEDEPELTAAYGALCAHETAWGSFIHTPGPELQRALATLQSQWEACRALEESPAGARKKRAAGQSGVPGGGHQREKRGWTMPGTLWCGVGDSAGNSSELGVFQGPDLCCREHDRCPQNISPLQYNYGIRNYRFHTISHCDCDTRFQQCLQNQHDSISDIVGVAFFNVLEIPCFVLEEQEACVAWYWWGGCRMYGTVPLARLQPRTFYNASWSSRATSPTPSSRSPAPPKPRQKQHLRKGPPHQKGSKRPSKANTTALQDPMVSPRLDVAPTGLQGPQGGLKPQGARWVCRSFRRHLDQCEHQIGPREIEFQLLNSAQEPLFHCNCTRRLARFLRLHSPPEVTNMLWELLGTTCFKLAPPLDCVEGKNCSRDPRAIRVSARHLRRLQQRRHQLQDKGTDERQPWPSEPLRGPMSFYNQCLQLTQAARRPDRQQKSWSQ
hgDAF12 agonist = activates the H. glycines DAF-12 receptor ligand-binding domain | HEK293 GAL4-hgDAF12 UAS-luciferase reporter, agonist luminescence; normalized to butyrate control | activation, % at 6.8 µM | hit rate 1.8% among 370,000 | AID 687014;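 active means activation above a cutoff set at the mean of all screened compounds plus 3 SD, cut at about 10% in these data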;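 further: 0% = DMSO wells and 100% = sodium butyrate wells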
ssDAF-12 act = S. stercoralis DAF-12 activation, primary screen; AID 652126; hit rate 1% among 370,000; activation, % at 6.8 µM; HEK293 ssDAF-12/GRIP1 lit1-tk-luc reporter, luminescence; % of 3 µM dafachronic acid response;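 active means activation above the mean over all tested compounds plus 3 SD, cut at about 0.9% in these data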;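 further: 0% = DMSO-only wells and 100% = 3 µM delta7-dafachronic acid wells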
PLCg1 inh = PLC-gamma1 (human) inhibition, primary screen; purified PLC-gamma1, fluorogenic substrate, fluorescence; hit rate 0.84% among 370,000; AID 720700; inhibition, % at 12.2 µM; P19174; in the data active means inhibition above about 9.5%
ADAM17 inh = inhibitors of human ADAM17; P78536; recombinant ADAM17, EDANS/DABCYL FRET peptide cleavage; hit rate 0.83% among 370,000; AID 720648; inhibition, % at 6.95 µM;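 active means inhibition above the mean of compounds lying between control limits plus 3 SD, set per campaign, cut at about 8.5% in these data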;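 further: 0% = DMSO-only wells as the low control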
DAX1 inh-2 = DAX1 (NR0B1) inhibition, primary screen; HEK293T StAR-luciferase reporter, SF-1/DAX-1 repression relief; inhibition, % at 6.8 µM; hit rate 1.1% among 370,000; AID 652010;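 active means inhibition above the mean over all tested compounds plus 3 SD, cut at about 3.6% in these data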;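 further: 0% = DAX-1 cells with DMSO and 100% = cells lacking DAX-1 with DMSO; higher inhibition means more luminescence from relief of DAX-1 repression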
GAA850 FXN act = increases GAA850 frataxin promoter reporter activity. HEK293 lucGAA850 FXN promoter luciferase reporter, 24 h; percent of 10 µM SAHA response. activation, % at 6 µM. hit rate 0.56% among 360,000. AID 540364;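 active means activation above the average of all compounds screened plus 3 SD, cutoff fixed separately per campaign, cut at about 7.5% in these data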;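 further: 0% = DMSO wells and 100% = 10 µM SAHA wells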
PLC-beta3 inh = PLC-beta3 (human) inhibition, primary screen; Q01970; Purified PLC-beta3, fluorogenic substrate, fluorescence; inhibition, % at 12.2 µM; hit rate 0.18% among 370,000; in the data active means inhibition above about 11%;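 further: 0% = median of compound wells on plate and 100% = full blocker control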
ADAM10 inh = ADAM10 inhibition, QFRET primary screen. O14672. recombinant ADAM10, EDANS/DABCYL FRET peptide cleavage, 3 h. inhibition, % at 7 µM. hit rate 0.62% among 370,000;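 active means inhibition above a per-campaign cutoff equal to the mean of compounds falling between control-based bounds plus 3 SD, cut at about 20% in these data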;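 further: 0% = DMSO wells while the 100% control is not disclosed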
Target sequence (O14672 214-748 limits assumed): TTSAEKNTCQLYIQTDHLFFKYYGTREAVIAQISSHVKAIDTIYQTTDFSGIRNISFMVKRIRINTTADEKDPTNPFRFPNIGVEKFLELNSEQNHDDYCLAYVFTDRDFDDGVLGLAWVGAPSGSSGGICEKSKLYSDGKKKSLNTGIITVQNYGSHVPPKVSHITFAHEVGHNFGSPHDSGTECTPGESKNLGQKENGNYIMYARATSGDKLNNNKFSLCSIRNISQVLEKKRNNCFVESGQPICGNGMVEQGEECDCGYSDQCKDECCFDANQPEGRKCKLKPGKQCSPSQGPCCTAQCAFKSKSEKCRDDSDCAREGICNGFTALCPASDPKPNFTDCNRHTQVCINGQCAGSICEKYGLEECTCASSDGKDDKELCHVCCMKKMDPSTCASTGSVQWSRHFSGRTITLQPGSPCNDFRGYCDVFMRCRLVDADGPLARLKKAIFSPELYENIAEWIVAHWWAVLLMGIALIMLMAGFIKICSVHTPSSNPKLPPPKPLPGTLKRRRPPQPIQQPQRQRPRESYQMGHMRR
* = called active by the depositor; i = inactive; · = not tested or not shown.

The line under a structure holds: DAX1 inh-1	hcDAF-12 act	sPLA2-III inh	hgDAF12 agonist	ssDAF-12 act	PLCg1 inh	ADAM17 inh	DAX1 inh-2	GAA850 FXN act	PLC-beta3 inh	ADAM10 inh
> O=C(Nc1ccc2c(c1)OCO2)N1CCC(c2nc3ccc(Cl)cc3[nH]2)CC1
→ ·	-1.9	-6	0.0	-0.7	-2	-2	-1.3	·	0	1
> COc1ccc(CCNC(=O)c2ccccc2NS(=O)(=O)c2cc(C(=O)O)ccc2OC)cc1
→ 0.3	1.0	1	-3.1	-0.9	-5	-7	-0.4	-0.2	-14	-2
> Cc1nc2c(c(=O)n1CCC(C)C)c1nc3ccccc3nc1n2CC1CCCO1 (configuration not stated)
→ 0.9	-1.7	0	0.0	-0.9	-9	-31	0.9	0.8	-18	-85
> O=C(O)CC(c1ccc(Cl)cc1)N1C(=O)CCC1=O (configuration not stated)
→ -1.0	0.2	4	0.0	-0.9	-2	-2	0.6	-2.5	2	5
> Cc1nn2c(=O)cc(CSc3nc4ccccc4[nH]3)nc2s1
→ 0.1	0.6	0	1.3	-0.6	0	0	2.1	1.0	5	2
> O=C(NNc1nc2cc3c(cc2s1)OCO3)c1ccccc1
→ 0.3	-1.4	15	7.5	-0.9	-10	-4	0.2	2.1	-14	-12
> COc1ccc(C2=NO[C@@H]3C(=O)N(c4ccc(C)cc4C)C(=O)[C@H]23)cc1OC
→ -0.5	-0.2	6	0.5	-1.0	1	-2	0.1	-0.2	3	2
> CC(C)[C@H](NC(=O)c1ccccc1)C(=O)NCCc1ccccc1
→ 0.8	0.4	1	2.1	-1.2	-1	0	0.2	0.9	-8	-2
> CCOC(=O)N1CCN(c2cc(=O)n(-c3cccc(C)c3)c(=O)[nH]2)CC1
→ 0.6	2.1	2	-1.6	-1.4	1	-1	0.1	1.4	1	1
> COc1ccc(S(=O)(=O)N(Cc2cc3ccc(OC)cc3[nH]c2=O)CC2COCCO2)cc1 (configuration not stated)
→ 0.5	-0.2	-1	4.0	-1.1	-4	-10	-0.7	-0.3	-4	-26
> COc1ccc(Nc2nc(-c3ccc(OC)cc3)cs2)cc1
→ 1.7	1.4	3	12*	-1.3	-6	-2	1.4	4.9	-5	-3
> COc1cccc(Nc2nc(C)cc(C)c2C#N)c1
→ 0.7	0.9	-6	2.0	-0.8	-23	-7	0.1	-0.9	-24	-8
> c1ccc(-c2ccc(CN3C[C@@H]4C(c5ccccc5)C5(c6ccccc6)CC4(C5)[C@H]3c3ccccc3)cc2)cc1 (some centres not stated)
→ 1.1	0.1	16	0.2	-1.1	3	-1	-0.2	1.3	-1	0
> COc1ccc(/C=N/NC(=O)C[n+]2ccccc2)c(OC)c1
→ 0.6	-0.2	3	-0.6	-1.7	-3	-5	-0.3	-1.9	-1	0
> CC1NC(=S)N(Cc2ccccc2)C1=O (configuration not stated)
→ 2.9	1.4	-23	0.4	-0.7	3	0	0.0	1.8	-7	-3

Continued:
The line under a structure holds: DAX1 inh-1	hcDAF-12 act	sPLA2-III inh	hgDAF12 agonist	ssDAF-12 act	PLCg1 inh	ADAM17 inh	DAX1 inh-2	GAA850 FXN act	PLC-beta3 inh	ADAM10 inh
> NC(=O)c1ccc(NC(=O)COC(=O)CCN=C2NS(=O)(=O)c3ccccc32)cc1
→ -0.7	0.6	1	1.4	-1.6	-2	-6	0.2	0.1	-2	0
> Cc1ccc(C(=O)c2c(NC(=O)c3ccncc3)sc3c2CCCC3)cc1
→ -0.5	2.0	6	0.0	0.6	2	0	-1.2	-2.0	0	9
> O=c1[nH]nnc2cc(Cl)ccc12
→ -0.1	0.7	-3	4.3	0.1	5	2	0.3	1.1	4	4
> O=C(c1sccc1-c1ccccc1)N1CCN(S(=O)(=O)c2ccccc2)CC1
→ 1.0	1.2	-7	0.8	-1.1	-1	-1	-0.2	0.0	-5	-1
> Cc1cc(N2CCOCC2)nc2ccc(NC(=O)C3CCCCC3)cc12
→ ·	-1.6	15	-4.7	-1.1	0	-59	0.9	1.6	-13	-171
> CCN(CC)S(=O)(=O)c1ccc(Oc2ccc(S(=O)(=O)N(CC)CC)cc2)cc1
→ -1.4	-2.7	2	-5.1	-2.2	-2	-3	-2.5	-0.8	-1	-5
> CCOC(=O)c1ccc(NC(=O)C2CCCN(S(=O)(=O)c3cnc[nH]3)C2)cc1 (configuration not stated)
→ -0.2	-1.1	-26	1.2	-1.0	-1	-2	-0.2	1.2	0	-8
> COc1cc(/C=N\NC(=O)c2cccc(Cl)c2)ccc1Oc1ccc([N+](=O)[O-])cn1
→ -3.2	-1.4	-4	0.5	-1.8	1	5	-0.5	0.7	-6	13
> Cc1ccc2nc(SCC(=O)NCc3ccco3)c(C)cc2c1
→ 1.4	-4.0	-12	1.8	-1.6	5	3	-0.8	1.6	-2	5
> COCCn1c(SCC(=O)Nc2c(C)n(C)n(-c3ccccc3)c2=O)nc2ccccc2c1=O
→ -0.2	0.4	-3	-2.3	-1.0	2	-2	-0.2	0.4	-2	4
> C/C(=N\Nc1nc(N2CCOCC2)nc(N2CCOCC2)n1)c1ccc([N+](=O)[O-])cc1
→ -1.7	-2.2	-2	-0.9	-1.5	0	-2	0.0	1.5	1	-4
> COc1ccccc1/C=C/C(=O)Nc1cccnc1
→ 1.3	0.4	1	2.6	-0.4	-4	-7	0.3	1.2	-11	-15
> Cc1onc(-c2ccc(Cl)cc2Cl)c1-c1csc(N/N=C/c2ccccc2)n1
→ -0.3	0.2	-7	-1.9	-1.8	-11	0	-0.2	-0.1	-24	1
> CC(C)(C)NC(=O)Nc1ccc2nccnc2c1
→ 2.5	1.6	7	3.9	-1.2	i	-493	0.7	1.4	i	i
> COc1ccccc1N1CCN(C(=O)c2cc3c(=O)n(C)c4ccccc4c3n2C)CC1
→ -1.5	-3.9	-4	-2.4	-2.1	0	-4	0.4	-2.0	0	-8

Single records (already shown). Values in the order: DAX1 inh-1, hcDAF-12 act, sPLA2-III inh, hgDAF12 agonist, ssDAF-12 act, PLCg1 inh, ADAM17 inh, DAX1 inh-2, GAA850 FXN act, PLC-beta3 inh, ADAM10 inh
`COc1ccccc1N1CCN(C(=O)c2cc3c(=O)n(C)c4ccccc4c3n2C)CC1` is entered as -1.5, -3.9, -4, -2.4, -2.1, 0, -4, 0.4, -2.0, 0, -8
`Cc1cc(N2CCOCC2)nc2ccc(NC(=O)C3CCCCC3)cc12` is entered as ·, -1.6, 15, -4.7, -1.1, 0, -59, 0.9, 1.6, -13, -171
`Cc1nc2c(c(=O)n1CCC(C)C)c1nc3ccccc3nc1n2CC1CCCO1` (configuration not stated) is entered as 0.9, -1.7, 0, 0.0, -0.9, -9, -31, 0.9, 0.8, -18, -85
`COc1ccc(CCNC(=O)c2ccccc2NS(=O)(=O)c2cc(C(=O)O)ccc2OC)cc1` is entered as 0.3, 1.0, 1, -3.1, -0.9, -5, -7, -0.4, -0.2, -14, -2
`COc1ccc(S(=O)(=O)N(Cc2cc3ccc(OC)cc3[nH]c2=O)CC2COCCO2)cc1` (configuration not stated) is entered as 0.5, -0.2, -1, 4.0, -1.1, -4, -10, -0.7, -0.3, -4, -26

(continued)
Structure,DAX1 inh-1,hcDAF-12 act,sPLA2-III inh,hgDAF12 agonist,ssDAF-12 act,PLCg1 inh,ADAM17 inh,DAX1 inh-2,GAA850 FXN act,PLC-beta3 inh,ADAM10 inh
COc1cccc(C(=O)N2c3ccccc3Sc3ccccc32)c1,-2.7,-2.4,-2,-1.0,-2.1,3,6,-1.1,0.3,0,13
CC(C)CCn1c(SCC(=O)N2CC(=O)Nc3ccccc32)nc2scc(-c3cccs3)c2c1=O,-1.0,-0.8,9,-1.6,-1.1,0,-5,0.2,-1.1,-1,-6
CCOc1ccc(S(=O)(=O)N2CCC(C(=O)NCC(=O)Nc3cccc(Cl)c3C)CC2)cc1,0.3,0.8,-32,-1.2,-1.5,-1,1,-1.8,-1.5,-2,2
COC(=O)Cn1c2ccccc2c(=O)n1C(C)CBr (configuration not stated),·,0.6,7,4.0,-0.9,-89,-208,1.3,·,-141,i
CN(C)/C=N/c1ncnc2c1cnn2-c1ccc(C(F)(F)F)cn1,0.6,4.3,4,11*,-0.2,5,9.2*,1.4,5.7,5,14
Fc1ccc(OCCOCCN2CCNCC2)cc1,1.2,-2.6,8,0.0,-0.4,0,-7,-0.1,0.1,-4,-10
COC(=O)c1ccccc1-n1c(CCC(=O)O)ccc1-c1ccc(F)cc1,-0.2,-1.2,-49,0.0,-0.8,-20,-10,0.1,-1.5,-37,-14
Nc1nnc(SCCN2C(=O)c3ccccc3S2(=O)=O)s1,-1.0,-1.9,6,4.8,-1.4,8,1,0.3,-1.9,6,7
CCCCCCCCCCCCCCCC[n+]1ccc(/C=N/O)cc1,-0.6,-2.9,-14,-8.4,-1.6,17*,1,-2.7,-6.9,5,18
CCC(C)NS(=O)(=O)c1ccc(N)cc1 (configuration not stated),0.3,-1.1,-2,1.0,0.2,0,-3,0.2,0.8,3,-6

Later entries
Structure,DAX1 inh-1,hcDAF-12 act,sPLA2-III inh,hgDAF12 agonist,ssDAF-12 act,PLCg1 inh,ADAM17 inh,DAX1 inh-2,GAA850 FXN act,PLC-beta3 inh,ADAM10 inh
C[C@]1(O)CC(=O)C=C[C@H]1Nc1ccccc1,-1.9,-0.8,-2,-3.3,-1.7,17*,-3,-3.0,3.1,1,-3
Cc1ccc(NC(=O)CCNS(=O)(=O)c2ccc3c(c2)CCC(=O)N3)cc1F,0.4,0.5,2,-2.2,-0.8,-1,-5,0.3,-1.8,2,-10
Cn1cc(S(=O)(=O)N2CCc3ccccc32)cc1C(=O)NC1CCCCC1,-0.2,-0.6,-5,0.6,-1.0,-12,-13,-0.1,1.7,-24,-27
O=C(CSc1nnc(-c2cccs2)o1)c1cccs1,1.4,2.3,-34,6.4,-1.2,-3,-4,1.0,4.1,-5,-4
Cc1noc(C)c1C(=O)OCC(=O)/C=C1/N(C)c2ccccc2C1(C)C,5.9*,-1.3,3,3.7,-1.4,2,-4,0.0,0.1,2,-6
COc1cc(OC)c(OC)cc1CNc1cc(C)ccc1OC,-2.8,-5.5,14,-3.5,-2.4,-1,-2,-2.0,-1.8,-1,-2
COc1cc(CC(=O)OCc2ccccc2F)cc(OC)c1OC,-1.1,-1.2,-4,-0.1,-1.5,1,-2,-0.3,-1.2,-5,0
C[C@H](CO)N1C[C@H](C)[C@H](CN(C)C(=O)c2ccccn2)Oc2ncc(Br)cc2C1=O,2.9,-2.2,9,-0.7,-0.3,0,0,-0.1,-0.4,0,-19
